# EBI2 block: antagonists of human EBI2 receptor; P32249; EBI2 beta-arrestin recruitment, luminescence, 7a,25-OHC stimulated; inhibition, % at 5 µM; 360,000 tested, 0.81% active; in the data active means inhibition above about 38%;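 further: enzyme fragment complementation signal reports receptor beta-arrestin coupling in cells; 0% = agonist plus DMSO wells and 100% = wells without agonist; some results beyond the cut were filed as inactive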
# tim23-1 inh: growth inhibitors of tim23-1 mutant yeast. S. cerevisiae tim23-1 growth, BacTiter-Glo luminescence, 24 h. inhibition, % at 20 µM. 330,000 tested, 1.3% active;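 active means growth inhibition of the mutant yeast at or above 50%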;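 further: temperature-sensitive mutant grown at 25 °C; plate controls were DMSO-treated mutant yeast for no effect and medium wells lacking yeast for full effect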
# Mdm2-MdmX inh: inhibitors of human Mdm2/MdmX interaction; O15151+Q00987; SaOS-2 split-luciferase Mdm2/MdmX complementation, luminescence; inhibition, % at 8 µM; 330,000 tested, 3% active; AID 485346;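 active means inhibition of at least 50% at 8 µM in the primary screen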
# Target sequence (O15151 whole entry, looked up): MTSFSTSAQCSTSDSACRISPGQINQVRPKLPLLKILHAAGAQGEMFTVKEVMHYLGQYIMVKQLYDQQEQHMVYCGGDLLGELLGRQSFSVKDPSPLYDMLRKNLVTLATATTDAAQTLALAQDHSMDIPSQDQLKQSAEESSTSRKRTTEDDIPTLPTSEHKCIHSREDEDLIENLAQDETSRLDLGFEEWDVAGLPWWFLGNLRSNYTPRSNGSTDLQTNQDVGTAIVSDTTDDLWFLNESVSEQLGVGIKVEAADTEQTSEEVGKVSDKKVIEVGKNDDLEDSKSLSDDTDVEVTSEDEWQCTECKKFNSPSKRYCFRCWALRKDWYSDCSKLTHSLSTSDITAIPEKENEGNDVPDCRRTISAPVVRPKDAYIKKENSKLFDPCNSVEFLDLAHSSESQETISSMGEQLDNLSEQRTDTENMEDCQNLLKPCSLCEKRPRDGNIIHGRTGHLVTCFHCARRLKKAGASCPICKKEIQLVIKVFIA
# Target sequence (Q00987 whole entry, looked up): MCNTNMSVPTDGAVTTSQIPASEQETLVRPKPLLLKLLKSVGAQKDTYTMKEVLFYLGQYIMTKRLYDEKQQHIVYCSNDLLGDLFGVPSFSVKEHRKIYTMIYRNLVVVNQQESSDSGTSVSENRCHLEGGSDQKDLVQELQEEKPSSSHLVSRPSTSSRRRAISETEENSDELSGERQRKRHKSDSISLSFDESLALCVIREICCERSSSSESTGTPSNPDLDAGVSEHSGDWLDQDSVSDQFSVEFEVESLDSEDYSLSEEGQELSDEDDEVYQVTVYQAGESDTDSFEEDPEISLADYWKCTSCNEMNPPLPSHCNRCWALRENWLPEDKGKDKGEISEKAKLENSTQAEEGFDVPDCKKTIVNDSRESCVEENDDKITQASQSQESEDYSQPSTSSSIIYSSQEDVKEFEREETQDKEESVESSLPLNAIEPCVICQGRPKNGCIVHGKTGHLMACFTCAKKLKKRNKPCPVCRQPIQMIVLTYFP
# CHOP UPR activ: apoptotic UPR (CHOP) activation | CHO-CHOP luciferase reporter, luminescence; percent of tunicamycin response over DMSO baseline | activation, % at 10 µM | 330,000 tested, 0.34% active;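 active means at 10 µM dose, activation of 40% or more, normalized to positive control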;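 further: 100% = tunicamycin at 10 µg/mL and 0% = DMSO alone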
#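 Test system: CHO-CHOP cells, stable luciferase reporter of PERK-eIF2a-CHOP signalling | Quantity: 500 CHO-CHOP cells per well | Buffer or medium: F12 plus 10% serum | Compound dosing: 10 µM single point, 0.5% DMSO | Schedule: 6 h compound treatment, 37 °C | Signal: Luciferase luminescence | Control set: Tunicamycin high control, DMSO low control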
# CXCR6 block: CXCR6 (human) receptor inhibition. O00574. CHO-K1 PathHunter CXCR6 beta-arrestin, luminescence. inhibition, % at 20 µM. 360,000 tested, 0.36% active. AID 602244; in the data active means inhibition above about 34%, passing the limit was not always enough;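 further: antagonist mode with CXCL16 agonist at 10 nM final; 0% = 10 nM CXCL16 with DMSO and 100% = unstimulated wells without agonist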
# APJ antag: APJ receptor antagonism; inhibition, % at 20 µM; 330,000 tested, 0.32% active; AID 2521; CHO-K1 APJ beta-arrestin complementation, luminescence;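 active means inhibition above about 40% at 20 µM, limit read from the data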;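 further: cells challenged with 10 nM apelin-13 agonist together with compound; plate controls were apelin-13 plus DMSO wells for no effect and DMSO wells lacking apelin-13 for full effect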
# UPR XBP1 act: activators of adaptive arm of unfolded protein response (XBP1) | CHO-XBP1 luciferase reporter, IRE1-XBP1 UPR activation, luminescence; percent of tunicamycin response, DMSO as zero | activation, % at 20 µM | 330,000 tested, 0.33% active | AID 463104;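 active means versus positive control, 20 µM dose yields 30% or more activation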;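 further: 100% = tunicamycin at 10 µg/mL and 0% = DMSO only wells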
#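 Material: CHO cell line with stable XBP1 luciferase reporter; schedule: 16-18 h cell attachment at 37 °C, then 6 h compound exposure; signal: glow luminescence from Steady-Glo reagent; medium: serum-containing F12 medium, 10% FBS; benchmarks: tunicamycin 10 µg/mL and vehicle-only wells; read-out: percent activation relative to tunicamycin reference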
# CCR6 antag: antagonists of human CCR6 receptor. P51684. CHO-K1 CCR6 PathHunter beta-arrestin, luminescence, CCL20-stimulated. inhibition, % at 20 µM. 340,000 tested, 0.49% active. AID 493098;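 active means compounds whose inhibition of the agonist-driven luminescence signal at 20 µM reaches about 50%, limit read from the data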;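 further: cells stimulated with CCL20 at 14 nM final; plate controls were DMSO with CCL20 for no effect and DMSO without agonist for full effect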
# APJ ag: APJ receptor agonism | P35414 | CHO-K1 APJ PathHunter beta-arrestin, luminescence; 0% DMSO wells, 100% apelin | activation, % at 20 µM | 330,000 tested, 0.11% active | AID 2520;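 active means activation more than six SD over the plate average, tested at 20 µM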;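 further: 0% = DMSO alone and 100% = apelin-13 at 10 nM; some results filed as inactive read as strong as hits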
#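 Assay system: CHO-K1 cells stably expressing ProLink-tagged human APJ and arrestin–beta-gal acceptor. Compound dosing: 20 µM single point, 1% DMSO. Times: 16-18 h seeding, 90 min dark compound exposure, 60 min detection. Detection: beta-gal luminescence. Evaluation: APJ–arrestin association signal. Controls: negative DMSO alone, positive Apelin-13 at 10 nM.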
# * marks the source's active call; other numbers are inactive results; . = not tested or not shown. These rows are one share of the data; count on the stated rates, not on these rows.
# Preview:
Structure,EBI2 block,tim23-1 inh,Mdm2-MdmX inh,CHOP UPR activ,CXCR6 block,APJ antag,UPR XBP1 act,CCR6 antag,APJ ag
Cc1ccc(NC(=S)N2CCn3cccc3C2c2cccnc2)cc1 (stereo not given),3,6,19,-0.6,-3,5,-1,2,-4
CCOC(=O)c1[nH]c2ccccc2c1NC(=S)Nc1ccccc1C,-2,19,16,0.3,-2,1,0,16,-1

# Main list (from the top)
Structure,EBI2 block,tim23-1 inh,Mdm2-MdmX inh,CHOP UPR activ,CXCR6 block,APJ antag,UPR XBP1 act,CCR6 antag,APJ ag
Cc1ccc(NC(=S)N2CCn3cccc3C2c2cccnc2)cc1 (stereo not given),3,6,19,-0.6,-3,5,-1,2,-4
CCOC(=O)c1[nH]c2ccccc2c1NC(=S)Nc1ccccc1C,-2,19,16,0.3,-2,1,0,16,-1
C=CCCN([C@H](CO)Cc1ccccc1)S(=O)(=O)c1ccccc1Br,-2,46,-3,2.9,8,.,3,24,.
Cc1ccc(-c2nc3ccccc3s2)cc1NC(=S)NC(=O)/C=C/c1ccco1,17,10,14,12,3,-5,25,2,-3
CCOC(=O)N1CCN(CC(=O)Nc2ccc(F)c(F)c2)CC1,-1,10,2,1.6,0,-2,7,3,-3
CC1CCCC(C)N1C(=O)COC(=O)CSc1ccc(C(N)=O)cc1[N+](=O)[O-] (stereo not given),5,-17,3,-0.7,-1,25,-1,8,-5
O=C(NCc1ccco1)C(=O)NCC1OCCN1S(=O)(=O)c1ccc(Br)cc1 (stereo not given),-8,8,13,0.1,3,13,3,-3,0
CCOC(=O)COc1cc2c(C(=O)OCC)c(C)oc2cc1Br,-2,11,-11,0.9,10,17,0,12,-4
C[C@H](CO)N1C[C@H](C)[C@@H](CN(C)Cc2ccc(Oc3ccccc3)cc2)Oc2ccc(NC(=O)Cn3cnnn3)cc2C1=O,2,11,-4,-2.9,4,-4,-1,7,-6
O=C(Nc1cc(S(=O)(=O)N2CCOCC2)ccc1N1CCOCC1)c1cccc(S(=O)(=O)N2CCCCC2)c1,2,15,7,1.5,8,-1,-3,8,-1
COc1cccc(C(=O)Nc2ccccc2C(=O)NCC2CCCO2)c1 (stereo not given),-2,16,-12,1.6,-12,12,-2,-6,-7
CCC(NC(=O)CCc1ccccc1)c1ccccc1 (stereo not given),-5,15,-1,-1.4,-4,11,-1,12,0
CCC(CC)C1C(C#N)=C(N)Oc2n[nH]c(-c3ccccc3)c21 (stereo not given),-9,2,35,-1.1,-7,4,4,7,0
COc1ccc(Br)cc1S(=O)(=O)Nc1ccc(Cl)cn1,-4,2,14,0.5,-10,12,-6,-2,3
O=C(NCC1CCCO1)c1cc2ccccc2[nH]1 (stereo not given),9,0,11,-0.6,8,5,3,5,0
Cc1cccc(C2c3[nH]c4ccccc4c3CCN2C(=O)c2cn(C)c3ccccc3c2=O)n1 (stereo not given),-6,10,19,-0.7,7,9,-1,-6,0
COc1ccc(NC(=O)c2ccco2)cc1NC(=O)c1ccc(C)cc1,2,-35,40,-0.5,2,-4,-1,0,-1
CC(C)Oc1ccc(C(CC(=O)O)NC(=O)c2cccs2)cc1 (stereo not given),6,-16,-13,1.5,2,-13,4,-5,-2
COC(=O)C1=C(C)OC(N)=C(C#N)C1c1c(C)nn(C)c1C (stereo not given),-2,-6,13,2.8,-7,-9,1,2,0
COc1ccc(CC(=O)OCn2nnc3ccccc3c2=O)cc1OC,-12,7,0,-0.6,1,9,-2,8,-3
O=C(NCC1COCCO1)C1CCN(S(=O)(=O)c2ccccc2)CC1 (stereo not given),-7,15,18,-0.8,0,-3,2,2,-2
CCc1ccccc1NC(=O)c1sc2nc(C)cc(C)c2c1N,8,27,-19,2.9,2,-4,-1,4,7
CCSc1nc2sccc2c(=O)n1-c1ccccc1,-2,14,6,0.8,4,-8,4,5,0
CC(=O)c1cccc(NC(=O)COC(=O)c2ccccc2C)c1,-11,29,-39,0.6,5,-7,8,-2,5
Cc1ccc(C(=O)c2cncc(Br)c2)cc1,0,11,18,3.3,2,-15,-1,-2,5
O=C(O)c1ccccc1CSc1nc2ccccc2o1,-10,1,-36,2.5,-7,-25,-1,-9,3
FC(F)C(F)(F)c1cc(-c2ccc(Cl)cc2)n[nH]1,10,52*,12,4.2,-3,-13,0,-1,1
COCCCNC(=O)CCc1ccc(S(=O)(=O)Nc2ccc(C)cc2)cc1,-3,10,1,0.9,-3,15,0,0,-2
Cc1noc(C)c1NC(=O)Nc1cccc2c1O[C@H](CN(C)S(=O)(=O)c1ccccc1)[C@@H](C)CN([C@H](C)CO)C2=O,-1,13,-1,1.4,-9,6,-2,-10,-1
COc1ccc(NC(=O)Nc2nnc(Cc3ccc(OC)c(OC)c3)s2)cc1,-7,3,20,-0.5,-2,10,-2,3,1

# Random excerpt: 2 entries already listed, in no set order.
Structure,EBI2 block,tim23-1 inh,Mdm2-MdmX inh,CHOP UPR activ,CXCR6 block,APJ antag,UPR XBP1 act,CCR6 antag,APJ ag
CCc1ccccc1NC(=O)c1sc2nc(C)cc(C)c2c1N,8,27,-19,2.9,2,-4,-1,4,7
C[C@H](CO)N1C[C@H](C)[C@@H](CN(C)Cc2ccc(Oc3ccccc3)cc2)Oc2ccc(NC(=O)Cn3cnnn3)cc2C1=O,2,11,-4,-2.9,4,-4,-1,7,-6

# Next part.
Structure,EBI2 block,tim23-1 inh,Mdm2-MdmX inh,CHOP UPR activ,CXCR6 block,APJ antag,UPR XBP1 act,CCR6 antag,APJ ag
CCC(Sc1nc(C)cc(C)n1)C(=O)Nc1ccc(S(N)(=O)=O)cc1 (stereo not given),-2,3,-16,0.2,1,-14,-2,6,-6
O=C(COc1ccc(Cl)cc1)c1ccc(O)cc1O,44*,37,-20,3.7,-5,7,3,13,-4
Cc1ccc(-n2nnnc2SCC(=O)N2Cc3ccccc3CC2C(=O)O)cc1 (stereo not given),4,6,-19,0.8,11,-4,-3,6,2
CC(C)N(Cc1nnc(-c2ccccc2Br)o1)C(=O)c1cc(Cl)nc2ccccc12,4,49,6,1.8,1,-13,2,17,-1
COc1ccc(S(=O)(=O)NNC(=O)C2COc3ccccc3O2)cc1[N+](=O)[O-] (stereo not given),12,-5,2,2.3,7,12,-2,4,0
O=C(CNC(=O)c1ccc(Br)cc1)N/N=C/c1ccc[nH]1,-11,-3,-6,1.6,4,-3,-2,30,-2
COc1cc(/C=C/C(=O)OCC(=O)Nc2ccc(NC(C)=O)cc2)cc(S(=O)(=O)N2CCc3ccccc32)c1OC,-2,-1,32,2.8,5,20,6,1,0
Cc1ccc(NC(=O)OCc2ccccc2S(C)=O)cc1 (stereo not given),0,5,16,3.1,-1,-5,0,2,-3
CC(=O)Nc1ccc(S(=O)(=O)Nc2c(NC3CCCCC3)c3ccccc3oc2=O)cc1,5,-10,18,2.3,-1,-15,1,19,-2
CCOC(=O)CN1C(=O)S/C(=C/c2ccc(O)c([N+](=O)[O-])c2)C1=O,13,25,-12,-3.2,8,28,-1,31,-3
CCN(CC)Cc1c[nH]c2c(C(=O)OC)cccc12,-3,-5,14,-1.3,-3,-47,-2,5,-1
CS(=O)(=O)c1nc([N+](=O)[O-])nn1CCCc1ccccc1,-8,21,55*,6.0,-23,-36,-4,-7,1
Nc1nc(SCC(=O)Nc2ccccc2-c2ccccc2)n[nH]1,-10,2,-1,-3.2,1,16,-1,3,0
O=C(Nc1ccc(N2CCCC2)cc1)c1cc(Br)ccc1Cl,4,8,28,3.7,-14,-19,2,10,3
Cc1ccc(NC(=S)N2CCC(c3ccccc3)C2)c(Cl)c1 (stereo not given),15,28,-83,1.6,11,14,-5,6,-2
O=C(c1cc(-c2ccc(Cl)cc2)on1)N1CCc2ccccc2C1,-8,-1,-10,3.4,1,14,-1,-17,0
CC1(C)c2[nH]c3ccccc3c2C[C@H]2C(=O)N(Cc3ccc(F)cc3)C(=O)N21,11,34,-12,-0.9,-8,5,-1,-2,3
CCSC1=NCCN1C(=O)c1ccc(S(=O)(=O)N(C)C)cc1,-11,11,-3,-0.2,-4,6,0,-2,-4
CC(C)CN(C(=O)COC(=O)c1ccc(Cl)c(N)c1)c1c(N)n(Cc2ccccc2)c(=O)[nH]c1=O,-1,-2,6,2.6,-2,11,0,3,-3
CCc1ccc(NC(=O)CCn2c(=O)oc3ccccc32)cc1,2,10,9,2.4,4,-7,1,12,-4
CCOc1ccccc1NCc1nnc(-c2ccccc2)o1,-3,21,-5,0.5,0,-14,0,21,-2
CCOc1ccc(S(=O)(=O)N2CCCCC2)cc1NC(=O)Cc1cccs1,5,-2,11,-0.4,-2,-1,-1,10,-8
Cc1cccc(C2CC(c3ccc(Cl)cc3)Nc3nc(N)nn32)c1 (stereo not given),10,10,-10,0.8,4,15,-1,20,-4
O=C(C[C@H]1C[C@H](C(=O)N2CCCCC2)[C@@]2(CCc3ccccc3)c3[nH]c4ccc(Cl)cc4c3CCN2C1=O)NCCN1CCOCC1,7,31,83*,52*,1,.,-5,33,.
CC(C)(C)C(=O)Nc1sc(-c2ccccc2)cc1C(=O)O,-3,6,19,4.4,4,5,2,-2,-3
O=C(c1ccccc1-c1ncc[nH]1)N1CCCC(Nc2ccc(F)cc2)C1 (stereo not given),-4,14,-4,-1.4,1,5,-4,-3,-3

# In another format: results already given.
O=C(c1ccccc1-c1ncc[nH]1)N1CCCC(Nc2ccc(F)cc2)C1 (stereo not given)
  EBI2 block: -4	tim23-1 inh: 14	Mdm2-MdmX inh: -4	CHOP UPR activ: -1.4	CXCR6 block: 1	APJ antag: 5	UPR XBP1 act: -4	CCR6 antag: -3	APJ ag: -3
CCOc1ccc(S(=O)(=O)N2CCCCC2)cc1NC(=O)Cc1cccs1
  EBI2 block: 5	tim23-1 inh: -2	Mdm2-MdmX inh: 11	CHOP UPR activ: -0.4	CXCR6 block: -2	APJ antag: -1	UPR XBP1 act: -1	CCR6 antag: 10	APJ ag: -8
CC(C)CN(C(=O)COC(=O)c1ccc(Cl)c(N)c1)c1c(N)n(Cc2ccccc2)c(=O)[nH]c1=O
  EBI2 block: -1	tim23-1 inh: -2	Mdm2-MdmX inh: 6	CHOP UPR activ: 2.6	CXCR6 block: -2	APJ antag: 11	UPR XBP1 act: 0	CCR6 antag: 3	APJ ag: -3
CCOC(=O)CN1C(=O)S/C(=C/c2ccc(O)c([N+](=O)[O-])c2)C1=O
  EBI2 block: 13	tim23-1 inh: 25	Mdm2-MdmX inh: -12	CHOP UPR activ: -3.2	CXCR6 block: 8	APJ antag: 28	UPR XBP1 act: -1	CCR6 antag: 31	APJ ag: -3

# High-throughput results from PubChem.
